EPAC2 agonist: activates human EPAC2 exchange factor; Potency, µM (top dose mostly 154 µM), without a hit: top-dose activation, usual class: activators; 0.079% of 360,000 active; EPAC2 activation, biochemical qHTS; response scale: 100% = 6.5 mM cAMP response; AID 720711; note: potency is the fitted concentration of half-maximal effect; nearly all actives have a fitted effect of over 50% in size
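Readout is BODIPY fluorescence (480 nm excitation, 540 nm emission), which falls as labeled GDP is exchanged off Rap1B. EPAC2 at 100 nM acted on 250 nM RAP1B-BODIPY-GDP with 50 uM GDP present.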
DRD3 antagonist: blocks the human D3 dopamine receptor; P35462; D3R cells, DiscoveRx beta-arrestin luminescence, antagonist mode; active compounds read low; max response, negative = inhibition, %; 2.5% of 360,000 active; in the data active = max response below about -50%; inconclusive = no clear call, values can overlap the other calls; note: % is set by controls: 0 for no effect and ±100 for the full control effect; mostly tested at two doses, the higher about 12 µM
Target sequence (P35462 whole entry, looked up): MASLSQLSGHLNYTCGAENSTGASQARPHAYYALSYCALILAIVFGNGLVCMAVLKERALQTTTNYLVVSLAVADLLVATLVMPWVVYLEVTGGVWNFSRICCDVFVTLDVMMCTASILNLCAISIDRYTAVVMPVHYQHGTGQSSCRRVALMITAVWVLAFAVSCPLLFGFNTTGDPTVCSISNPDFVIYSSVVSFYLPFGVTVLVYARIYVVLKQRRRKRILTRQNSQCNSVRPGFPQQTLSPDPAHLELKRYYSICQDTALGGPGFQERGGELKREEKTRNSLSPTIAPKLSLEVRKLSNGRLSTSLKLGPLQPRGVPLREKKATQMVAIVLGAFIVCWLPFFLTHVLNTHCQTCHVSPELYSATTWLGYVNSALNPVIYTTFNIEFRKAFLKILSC
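Cells plated overnight at 1500 cells/well, then exposed to library compounds with dopamine controls for 90 minutes at 37 degrees C. DiscoveRx reagent added for 30–60 minutes at room temperature; luminescence read, quantitative HTS format.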
MmCpn inh: inhibitors of Methanococcus maripaludis chaperonin (MmCpn); 0.031% of 330,000 active; AID 504842; Potency, µM (doses to about 76.9 µM), inactives show at the top dose activity, negative = inhibition, most hits filed as inhibitors; purified Mm-Cpn ATPase, ADP Transcreener TR-FRET; note: potency is the fitted concentration of half-maximal effect; % is set by controls: 0 for no effect and ±100 for the full control effect; nearly all actives have a fitted effect of over 80% in size
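ATP (10 uM final) was added to archaeal chaperonin (25 nM final) after 10 min exposure to test compound at 37°C; after 30 min further incubation, ADP was detected by competitive TR-FRET.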
PTHR1 agonist: agonists of human PTHR1 parathyroid hormone receptor | Q03431 | HEK293 GP2 PTHR1 cells, GloSensor cAMP luminescence, 1 h | Potency, µM (top dose mostly 115 µM), without a hit: at the top dose activation, hits mostly activators | 0.075% of 410,000 active | AID 743266; note: potency is the fitted concentration of half-maximal effect; nearly all actives have a fitted effect of over 55% in size; some results filed as inactive show a strong effect at the top dose; inactives centre near -15; many of its hits are not listed in these tables
Target sequence (Q03431 whole entry, looked up): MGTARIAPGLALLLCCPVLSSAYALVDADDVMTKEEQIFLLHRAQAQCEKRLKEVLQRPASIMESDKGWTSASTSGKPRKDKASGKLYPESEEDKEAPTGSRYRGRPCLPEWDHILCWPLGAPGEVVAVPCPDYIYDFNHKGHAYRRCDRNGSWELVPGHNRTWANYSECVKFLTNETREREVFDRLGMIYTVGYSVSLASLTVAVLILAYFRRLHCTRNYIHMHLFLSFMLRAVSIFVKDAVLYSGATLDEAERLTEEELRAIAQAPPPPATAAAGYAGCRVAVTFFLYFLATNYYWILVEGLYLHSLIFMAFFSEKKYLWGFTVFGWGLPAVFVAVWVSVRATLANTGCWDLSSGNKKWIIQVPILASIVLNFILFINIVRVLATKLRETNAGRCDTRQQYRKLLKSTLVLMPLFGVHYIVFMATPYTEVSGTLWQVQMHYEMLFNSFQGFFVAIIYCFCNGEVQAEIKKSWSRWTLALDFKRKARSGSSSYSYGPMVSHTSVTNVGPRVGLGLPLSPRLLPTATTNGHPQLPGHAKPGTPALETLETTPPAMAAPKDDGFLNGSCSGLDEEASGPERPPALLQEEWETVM
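HEK-293-derived GP2 cells expressing PTHR1 and a GloSensor cAMP reporter, 3,000/well, plated overnight, given luciferin plus IBMX (each 0.5 mM as added) for 1 h at 37 °C, then compound for 1 h at 37 °C. Luminescence was read after 15 min at room temperature.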
CCT chaperon mod: changes cytosolic chaperonin activity; purified chaperonin ATPase assay, HTRF ADP detection, 30 min; activity change, % (no concentration beside the values), hits read low; 0.3% of 360,000 active; AID 651819; in the data active = activity change below about -30%; note: % is set by controls: 0 for no effect and ±100 for the full control effect
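Enzyme 40 or 20 nM (batch-dependent) in Tris pH 7.4/KCl/MgCl2/DTT; cpd 76 uM single point; ATP 10 uM; 30 min 37 °C; Transcreener ADP HTRF detection, 30 min RT; ratio 665/615.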
DRD3 agonist: activates the human D3 dopamine receptor | max activation, % | AID 652048 | D3R DiscoveRx beta-arrestin cells, luminescence, 90 min | 0.58% of 410,000 active; in the data active = max activation above about 30%; note: 0% is about no effect; mostly tested at two doses, the higher about 12 µM
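Cells at 1500/well, incubated overnight, then treated with pinned compounds (dopamine as control) for 90 min at 37 degrees C. DiscoveRx reagent added for 30 - 60 minutes at room temperature; luminescence read.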
Akt phos inh: blocks phosphorylation of Akt; activity change, % for hits at 50 µM; 0.32% of 360,000 active; Neuro2A IGF-stimulated pAkt S473 HTRF, 20 min; active compounds read low; in the data active = activity change below about -80%; inconclusive = mostly about -51% to -80%; note: % is set by controls: 0 for no effect and ±100 for the full control effect
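Neuro2A cells (4,500/well, DMEM with 0.5% FBS) were treated with compound at a single 50 µM final concentration, stimulated with 6 nM IGF for 20 min at 37 °C, and lysed. Phospho-Akt Ser473 was read by HTRF as 665/615 ratio ×10^4.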
EPAC2 antagonist: antagonists of human EPAC2 | Potency, µM (highest dose often 114 µM), inactives show top-dose activity, negative = inhibition, most hits filed as inhibitors | EPAC2 GEF exchange of Rap1B-BODIPY-GDP, fluorescence | AID 720708 | Q8WZA2 | 0.18% of 360,000 active; note: potency is the fitted concentration of half-maximal effect; % is set by controls: 0 for no effect and ±100 for the full control effect; nearly all actives have a fitted effect of over 45% in size; many of its hits are not listed in these tables
Active calls of the source: *; i = inactive; ? = inconclusive; / = no result given; & = joins results of further samples; [ ] = remark or other dose. Unless noted, calls come from the whole dose curve; as a rule, active = well fitted curve in the direction sought with a large enough effect; inconclusive = small, poorly fitted or top-dose-only effect, or another doubt; inactive = no such curve, though single readings can be large; an effect the other way counts as inactive or inconclusive. An excerpt (hit frequency here may not be typical).

Second line of a record – PTHR1 agonist, DRD3 antagonist, DRD3 agonist, Akt phos inh, EPAC2 agonist, CCT chaperon mod, EPAC2 antagonist, MmCpn inh
CSC1=C(C#N)C(c2ccccc2Cl)C(C(=O)c2cccs2)C(O)(C(F)(F)F)N1 (configuration not stated)
    -31.5%, 6.1, 0.4, i, 0.4%, -2.3, -15.2%, 1.2%
CCCc1cc(=O)[nH]c(SCC(=O)N2CCC(C(=O)OCC)CC2)n1
    -7.6%[57.5 µM], 54.2, -1.2, i, 7.0%, 0.9, -3.6%, -2.4%
COc1ccc(OC)c(-c2cc(C(=O)Nc3ccccc3C(N)=O)c3ccccc3n2)c1
    -18.3%, 35.4, 9.0, i, 20.2%, 0.5, -9.1%, /
Cc1cc(C)c(C)c(S(=O)(=O)N2CCC(C(=O)OCC(=O)NC3CCS(=O)(=O)C3)CC2)c1C (configuration not stated)
    -3.2%, 2.1, -4.2, i, 8.5%, -2.3, -2.1%, 1.7%
COc1cccc(/C=N/NC(=O)CNC(=O)c2cccnc2)c1O
    i, 5.0, -16.8, i, -0.9%, -1.2, 12.7%, -3.1%
Cc1cc2nnc(SCC(=O)N3CCCCC3)n2c(N)n1
    i, 3.3, 5.5, i, 1.2%, -2.2, 9.8%, -1.1%
NS(=O)(=O)c1ccc(CCNC(=O)c2nc(CS(=O)(=O)c3ccc(Cl)cc3)no2)cc1
    -22.0%, 11.9, 15.3, i, -0.5%, -2.0, -4.5%, 1.0%
Cn1c(SCc2ccccc2Cl)nc(C(F)(F)F)cc1=O
    i, 20.8, 1.1, i, -1.8%, -3.6, 2.1%, 1.4%
Cc1ccsc1/C=N/NC(=O)C1C(=O)NCC1c1ccccc1 (configuration not stated)
    -3.5%, 10.6, 4.5, i, 5.9%, 1.3, 2.3%, 0.2%
CCOc1ccc(S(=O)(=O)n2cc(-c3ccccc3)c(N)n2)cc1
    -2.1%[57.5 µM], 8.8, 4.0, i, 0.7%, 0.2, 14.0%, 0.4%
Cc1c(Br)cc(C(=O)N2CCCCCC2)c(C)c1C
    -60.8%, -20.9, 3.5, i, -12.3%, -1.1, -4.5%, 1.3%
C=CCNC(=O)/C(=C\c1ccc(Br)cc1)NC(=O)c1ccccc1OC
    8.7%, -16.0, -2.1, i, 10.6%, -0.2, -0.2%, 0.4%
CCCOc1ccc(N2C(=O)CC(N3CCC(c4nncn4CC)CC3)C2=O)cc1 (configuration not stated)
    i, -8.0, -3.7, i, -6.4%, -0.1, 3.4%, /
Cc1cccc(C(C(=O)NCc2ccc(F)cc2)N(C(=O)c2csnn2)C2CC2)c1 (configuration not stated)
    -15.1%, 12.9, 13.1, i, 4.7%, 1.5, -2.6%, 0.9%
O=C(c1ccccc1)N(Cc1nc2ccccc2c(=O)[nH]1)C1CCCCC1
    -3.5%, 8.7, 6.3, i, 5.3%, 0.7, 7.1%, -2.3%
CC(C)(C)OC(=O)N(Cc1ccccc1)Cc1cccc(OCc2cccc(NC(=O)C3CC3)c2)c1
    -23.6%, 62.3, 25.7, i, 14.1%, -2.3, -16.6%, /
CCN(CC)c1ccc(/C=N/NC(=O)CCC(=O)NCc2ccccc2)c(O)c1
    -35.6%[inhibitor], 16.4, 0.9, i, -7.5%, -5.6, 14.3%, -3.9%
CCSC(=S)Nc1c(C)n(C)n(-c2ccccc2)c1=O
    i, 3.2, 3.1, i, 3.0%, 0.7, 31.2%[activator], 1.1%
S=C(NCc1ccccn1)Nc1ccc(Cl)c(Cl)c1
    i, -24.9, -6.1, i, 4.9%, 0.6, -2.6%, -0.9%
CCOC(=O)C(=O)N(CC)C1CCS(=O)(=O)C1 (configuration not stated)
    -11.6%, -6.2, -7.7, i, 4.7%, -1.0, 8.7%, -0.2%
CCCCCOP(=O)(c1ccccc1)c1ccccc1
    -11.6%, -1.2, -1.1, i, -10.3%, -2.5, -0.3%, 2.0%
Cn1cc([C@]2(O)C(=O)Nc3ccc(OC(F)(F)F)cc32)c2ccccc21
    i, 27.0, 9.9, i, -6.5%, /, 22.4µM*, /
CC(C)CC1c2[nH]c3ccccc3c2CCN1CCCn1cccn1 (configuration not stated)
    i, -9.2, 4.2, i, 8.6%, -1.0, -4.5%, 1.5%
O=C(Nc1cccc(S(=O)(=O)NC2=NCCC2)c1)C1CC(=O)N(c2ccc3c(c2)OCCO3)C1 (configuration not stated)
    i, -6.6, -7.8, i, 5.0%, 0.2, 11.8%, -0.2%
C=CCOc1ccccc1CNn1c(C)n[nH]c1=S
    -21.4%, 5.1, 0.2, i, 6.7%, -1.7, 7.1%, /
O=C(NCCCN1CCOCC1)c1cccs1
    i, 30.2, -4.6, i, 6.8%, -2.8, 3.0%, 0.6%
CC(=O)c1ccc(N=C2SCCCN2C(=O)C2CCCCC2)cc1
    -16.9%, 7.2, 4.0, i, 9.8%, 0.4, -17.0%, 1.7%
COc1ccc(C2c3ccc4ccccc4c3Oc3ncn(CCN(C)C)c(=N)c32)cc1 (configuration not stated)
    -8.9%, -15.8, -11.4, i, 0.4%, 2.2, 3.1%, -26.6%
c1ccc(-c2cc(-c3nn4c(-c5ccco5)nnc4s3)c3ccccc3n2)cc1
    i, -24.4, 22.4, i, 10.0%, -2.8, -5.8%, -4.7%
CCN(CC)CCCNc1oc(-c2ccc(OC)c(OC)c2)nc1C#N
    -5.6%[57.5 µM], 5.4, -6.3, i, -19.4%, 0.0, -11.9%[57.1 µM], -7.2%
CCOc1ccc(S(=O)(=O)NC2CCCC2)cc1
    -15.5%, -6.3, -2.8, i, 3.9%, -1.6, -4.0%, ?
Cc1ccc(O)c(CC(C)C)n1
    i, 0.0, 0.2, /, 0.0%[15.6 µM], 0.9, 1.0%, -3.0%
Cc1cccc(CS(=O)(=O)c2ncc(Cl)c(C(=O)NCc3ccccc3)n2)c1
    -53.6%&-94.2%[inhibitor], -82.0*, -2.8&-24.2, i, 0.8%, -0.3, -11.8%, 1.5%
CCCCn1c(OC(=S)N(CC)CC)cc(C)nc1=S
    -23.8%, 0.0, 5.3, i, 1.2%, -1.1, -16.7%, /
CC1(C)CC(=O)c2cnc3c(C#N)cnn3c2C1
    i, -3.5, -1.9, i, 4.7%, 0.6, 2.6%, 0.3%
COc1ccc(S(=O)(=O)Nc2cc3c4c(c2)CC(=O)N4CCC3)cc1C
    -24.3%, 4.0, 4.7, i, 4.5%, -1.6, 1.9%, 1.2%
CCN(CC)S(=O)(=O)c1ccc(NS(=O)(=O)CC23CCC(CC2=O)C3(C)C)cc1 (configuration not stated)
    i, 9.8, 0.6, i, 4.0%, 0.2, -2.0%, 0.2%
COC(=O)C1=C(CN2CCCc3ccccc32)NC(=O)NC1c1ccc(F)cc1 (configuration not stated)
    -0.5%[57.5 µM], 3.3, 11.8, i, 13.0%, -2.0, -2.2%, 0.9%
O=C(c1c(F)cccc1F)N1CCN(c2ncc(Br)cn2)CC1
    -8.3%, -2.3, -2.3, i, 9.1%, 0.5, -11.5%, 0.0%
CC(=O)Nc1nc(-c2ccc3c(c2)CC(C)N3C(=O)C2CC2)c(C)s1 (configuration not stated)
    -20.0%, 14.9, 7.2, i, 4.7%, 0.2, -2.6%, -0.8%
O=C(Cn1[nH]c(=O)c2ccccc2c1=O)Nc1cccc(S(=O)(=O)N2CCCCCC2)c1
    -33.7%[inhibitor], 5.7, 5.0, i, 12.6%, -1.5, -3.9%, 1.8%
O=C(CN1CCCC1=O)NC1(C(F)(F)F)NC(=O)N(Cc2ccccc2)C1=O (configuration not stated)
    i, -5.8, 1.6, i, 6.7%, 2.2, -1.1%, 5.0%
COc1ccc(CN(C)C[C@@H]2OCCCC[C@H](C)Oc3ccc(NC(=O)Cc4ccccc4)cc3C(=O)N([C@@H](C)CO)C[C@@H]2C)cc1
    -15.6%, -6.4, -4.0, i, -1.2%, 0.1, -8.9%, /
COc1nc(OC)nc(N2CCC(C(=O)NCc3ccc(F)cc3)CC2)n1
    -2.3%[57.5 µM], 34.0, -3.0, i, 1.6%, -1.8, 0.3%, 0.8%
CCCc1c(C)c(C#N)c2nc3ccccc3n2c1NCCCN1CCOCC1
    -19.8%, 2.0, 7.0, i, -5.7%, -2.4, 7.7%, -0.5%
S=C(NCc1ccco1)Nc1ccc(Cl)cn1
    i, -13.7, 0.7, i, 6.2%, -3.3, -13.0%, -0.9%
Cc1ccc(S(=O)(=O)N2CCN(C(=O)c3cc(S(=O)(=O)N4CCOCC4)ccc3F)CC2)cc1
    -49.1%[inhibitor], 3.9, 12.8, i, 8.9%, 1.1, -1.5%, /
CC(=O)c1ccc(O)c(CC=C(C)C)c1O
    i, -16.8, 22.2, i, 6.0%, -3.1, 1.6%, /
O=C1OC[C@@H]2CCCN2C(=O)[C@@H](CC(=O)N(CCO)Cc2ccccc2)C/C=C\C[C@H]1Cc1ccc(F)cc1
    -4.4%, 13.4, 13.9, i, 4.1%, -1.6, -7.4%, -0.2%
CCOC(=O)c1sc(NC(=O)/C=C/c2c(F)cccc2Cl)nc1C
    i, 9.5, -2.8, i, -1.8%, -0.7, 9.1%, -3.3%
COc1cc2c(c(OC)c1OC)-c1ccc(N(C)CC(OC)OC)c(=O)cc1[C@@H](NC(C)=O)CC2
    i, -17.5, -1.5, i, 6.5%, 0.3, 11.5%, 1.0%
CCN(CC)c1ccc(/C=N/NC(=O)CC(C)C)cc1
    -7.6%, 5.7, -5.9, i, 4.4%, 4.6, -3.1%, -1.1%
COC(=O)CC1C(=O)NCCN1C(=S)Nc1ccccc1 (configuration not stated)
    i, 14.3, -3.8, i, 5.2%, 0.5, 14.7%, 4.8%
CN1C(=O)CC(N2CCN(CCN=CC3=C(O)CC(C)(C)CC3=O)CC2)C1=O (configuration not stated)
    0.4%, 0.9, 2.0, i, -2.8%, -2.5, -1.7%, 0.4%
Cc1ccc(-n2cc(-c3ccccc3)c3c(N4CCOCC4)ncnc32)cc1
    -10.9%, 26.7, 2.4, i, 4.0%, -0.4, -11.9%, 2.2%

A different layout for some results above.
CCCCCOP(=O)(c1ccccc1)c1ccccc1
- PTHR1 agonist: -11.6%
- DRD3 antagonist: -1.2
- DRD3 agonist: -1.1
- Akt phos inh: i
- EPAC2 agonist: -10.3%
- CCT chaperon mod: -2.5
- EPAC2 antagonist: -0.3%
- MmCpn inh: 2.0%
CCOc1ccc(S(=O)(=O)NC2CCCC2)cc1
- PTHR1 agonist: -15.5%
- DRD3 antagonist: -6.3
- DRD3 agonist: -2.8
- Akt phos inh: i
- EPAC2 agonist: 3.9%
- CCT chaperon mod: -1.6
- EPAC2 antagonist: -4.0%
- MmCpn inh: ?
